AMA1-RON2 inh – qHTS for Inhibitors of AMA1-RON; Towards Development of Antimalarial Drug Lead: Primary Screen; Plasmodium falciparum AMA1 (3D7) - RON2 peptide interaction; AlphaScreen AMA1-biotinylated RON2 peptide binding; Potency, µM (top dose mostly 58.2 µM), without a hit: top-dose activity change, negative = inhibition, hits mostly inhibitors; actives 0.2% (n = 360,000); AID 720542, 2013;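 also: potency is read from the fitted curve at half-maximal effect; 0% = vehicle wells and -100% = peptide control; nearly all actives have a fitted effect of over 45% in size; some results filed as inactive show a strong effect at the top dose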
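AMA1 (3D7) with his tag at 25 nM final met compounds first, then biotinylated RON2 peptide at 25 nM; detection used donor plus acceptor beads, 10 µg/mL apiece, read by AlphaScreen after 30 min at room temperature.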
Pf growth 96h – Primary qHTS for delayed death inhibitors of the malarial parasite plastid, 96 hour incubation | P. falciparum luciferase reporter growth, 96 h | Potency, µM (titrated, usually from 28.7 µM), for the others: top-dose activity change, negative = inhibition, hits mostly inhibitors | actives 6.9% (n = 320,000); also: potency is read from the fitted curve at half-maximal effect; % is scaled to controls: 0 for no effect and ±100 for the full control effect
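Readout is luminescence from an integrated firefly luciferase in P. falciparum. Red cells, 2% hematocrit and 0.05% parasitemia final, were cultured with compound through two parasite generations (96 hours) at 37 C, 5% CO2.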
LmPK inhibitor – qHTS Assay for Inhibitors of Leishmania Mexicana Pyruvate Kinase (LmPK); Q27686; purified LmPK, Kinase-Glo ATP luminescence, 1 h; Potency, µM (doses to about 57.5 µM), without a hit: at the highest dose activity change, negative = inhibition, hits mostly inhibitors; actives 0.37% (n = 290,000); also: potency is read from the fitted curve at half-maximal effect; % is scaled to controls: 0 for no effect and ±100 for the full control effect
Target sequence (Q27686 whole entry, looked up): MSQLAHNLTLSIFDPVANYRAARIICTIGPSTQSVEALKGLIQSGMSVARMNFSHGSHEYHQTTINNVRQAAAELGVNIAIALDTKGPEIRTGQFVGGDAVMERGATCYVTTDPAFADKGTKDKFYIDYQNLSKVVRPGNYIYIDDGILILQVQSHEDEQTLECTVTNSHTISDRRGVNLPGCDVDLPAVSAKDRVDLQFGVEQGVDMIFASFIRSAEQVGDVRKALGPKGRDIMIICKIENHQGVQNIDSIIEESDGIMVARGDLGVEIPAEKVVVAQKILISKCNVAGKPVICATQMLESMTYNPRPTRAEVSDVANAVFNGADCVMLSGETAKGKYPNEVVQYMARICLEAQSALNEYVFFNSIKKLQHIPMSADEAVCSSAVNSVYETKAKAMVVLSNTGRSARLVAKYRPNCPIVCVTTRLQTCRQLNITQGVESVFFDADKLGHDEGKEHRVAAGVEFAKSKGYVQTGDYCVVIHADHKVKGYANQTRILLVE
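0.1 nM LmPK, 0.5 mM PEP, 0.1 mM ADP; 50 mM imidazole pH 7.2, 7 mM MgCl2, 50 mM KCl; 1 h RT. Kinase-Glo luminescence readout, normalized to no-enzyme (full inhibition) and uninhibited wells.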
Shiga inhibitor – A qHTS for Small Molecule Inhibitors of Shiga Toxin. Vero cells, Shiga toxin protein synthesis inhibition reporter. inhibition, % at 38.7 µM. actives 9.2% (n = 290,000); in the data active = inhibition mostly above about 28%, no sharp cut-off; inactive = mostly below about 43%; also: 0% is about no effect
Pf growth 48h – Primary qHTS for delayed death inhibitors of the malarial parasite plastid, 48 hour incubation; P. falciparum luciferase growth in erythrocytes, 48 h; Potency, µM (series often up to 28.7 µM), for the others: at the highest dose activity change, negative = inhibition, most hits filed as inhibitors; actives 5.9% (n = 310,000); also: potency is read from the fitted curve at half-maximal effect; % is scaled to controls: 0 for no effect and ±100 for the full control effect
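Read-out is firefly luciferase luminescence from an integrated reporter in P. falciparum, so falling signal marks reduced parasite growth. Infected erythrocytes were at 2% hematocrit and 0.1% parasitemia (final) in Albumax-supplemented RPMI 1640.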
Cycloheximide cs – Cycloheximide Counterscreen for Small Molecule Inhibitors of Shiga Toxin; max response, %; actives 12% (n = 300,000); cell reporter, cycloheximide protein synthesis inhibition counterscreen; AID 2314, 2010; in the data active = max response mostly above about 13%, no sharp cut-off; inactive = mostly below about 14%; also: read at 38.3 µM for the half of the compounds with a filed dose; 0% is about no effect
TbPYK inhibitor – qHTS of Trypanosoma Brucei Inhibitors. pyruvate kinase (Trypanosoma brucei), Q57TT1. TbPYK enzyme, Kinase-Glo Plus ATP luminescence, 45 min. Potency, µM (doses to about 76.8 µM), for the others: at the highest dose activity, negative = inhibition, most hits filed as inhibitors. actives 0.12% (n = 410,000). AID 624173, 2012; also: potency is read from the fitted curve at half-maximal effect; % is scaled to controls: 0 for no effect and ±100 for the full control effect; nearly all actives have a fitted effect of over 50% in size
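Luminescence from Kinase-Glo Plus, added after a 45-minute room-temperature reaction, served as the end-point read-out. The enzyme and substrate were preincubated with compound before ADP (130 uM final) initiated turnover. Concentration-effect curves came from normalized qHTS data.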
An asterisk follows results filed as active; u = inconclusive; x = no result given; & = joins results of further samples; [ ] = dose if it differs, or a comment. Unless noted, calls follow the shape of the dose curve; as a rule, active = well fitted curve in the direction sought with a large enough effect; inconclusive = small, poorly fitted or top-dose-only effect, or another doubt; inactive = no such curve, though single readings can be large; an effect the other way counts as inactive or inconclusive.

1	COc1ccc(C(=O)Nc2ccccc2C(=O)N2CCCCCC2)cc1
2	COc1ccccc1Oc1ccc2c(c1)C(=O)N(c1cccc(O)c1)C2=O
3	Cc1ccc(C(C)C)c(OCc2ccc(C(=O)N/N=C/c3ccc(C(=O)O)cc3)cc2)c1
4	Cc1ccc(C)c(NC2=NC3(CCCCC3)N=C(N)N2)c1
5	Cc1ccc(CN=C2Nc3ccccc3CS2)cc1
6	CCOC(=O)c1c(C)n(C)c2cc([N+](=O)[O-])c(O)c([N+](=O)[O-])c12
7	COc1cc(-c2nc(CN(C)Cc3nnc(C)o3)c(C)o2)ccc1F
8	Cc1cc(C(=O)OC(C)C(=O)Nc2nc(-c3ccccc3)cs2)c(C)o1 (centres undefined)
9	CC(=O)/C(N=Nc1cc2c(cc1[N+](=O)[O-])OCCO2)=C(\C)O
10	CC(C)CCNC(=O)c1ccc(C2SCC(=O)N2Cc2ccco2)cc1 (centres undefined)
Assay by compound,1,2,3,4,5,6,7,8,9,10
AMA1-RON2 inh,-1%,-9%,0%,17%,14%,-4%,-1%,-10%,0%,-2%
Pf growth 96h,-6%,66%[activator],-5%,u,326%[activator],5%,u,x,-9%,-63%
LmPK inhibitor,-1%,6%,5%,0%,u,-3%,3%,-10%,6%,-1%
Shiga inhibitor,24,38*,25,-2,82*,4,-7,4,24,-4
Pf growth 48h,-17%,2.6µM*,u,u,206%[activator],1%,8%,-1%,8%,u
Cycloheximide cs,-2,28*,11*,-3,34*,-1,1,7,14,1
TbPYK inhibitor,2%,1%,3%,-4%,-6%,-14%,0%,6%,u,0%

11	COc1ccc(C(=O)Nc2ccc(S(=O)(=O)Nc3cnc4ccccc4n3)cc2)cc1
12	Cc1cc(NS(=O)(=O)c2ccc(NC(=O)C(F)(F)F)cc2)nc(C)n1
13	COc1ccc([N+](=O)[O-])cc1N(CC(=O)NCC1CCCO1)S(C)(=O)=O (centres undefined)
14	COc1cc(CNc2ccc3[nH]c(=O)[nH]c3c2)ccc1OCc1ccccc1
15	O=C(NCC1CCN(Cc2ccccc2F)CC1)Nc1cc(F)ccc1F
16	C#CCSC1=C(C#N)C(c2cccs2)C(C(=O)OCC)=C(C)N1 (centres undefined)
17	O=C(Nc1cnn(Cc2ccccc2)c1)c1nc2ncccn2n1
18	CC(OC(=O)Cc1ccc(Br)cc1)C(=O)NC1CCCCC1C (centres undefined)
19	Cc1ccc2c(c1)c1c3n2CCN=C3CCC1
20	CCc1noc(C)c1C(=O)Nc1nc(-c2ccc(Cl)cc2Cl)cs1
Assay by compound,11,12,13,14,15,16,17,18,19,20
AMA1-RON2 inh,0%,-2%,-2%,-10%,-12%,16%,0%,-12%,-6%,-9%
Pf growth 96h,373%[activator],58%[activator],21%,u,0%,3%,2.6µM*,10%,u,47%[activator]
LmPK inhibitor,9%,2%,0%,3%,-2%,0%,2%,-6%,7%,2%
Shiga inhibitor,-25,-8,-8,18,3,35,46*,-36,-5,-8
Pf growth 48h,178%[activator],-7%,5%,-5%,u,10µM*,84%[activator],3%,u,-20%
Cycloheximide cs,-1,-1,-1,14,8,24*,38*,6,-3,-3
TbPYK inhibitor,-5%,3%,-7%,-10%,1%,-9%,-2%,6%,5%,1%

From compound 12 to 20, as listed above:
12	Cc1cc(NS(=O)(=O)c2ccc(NC(=O)C(F)(F)F)cc2)nc(C)n1
13	COc1ccc([N+](=O)[O-])cc1N(CC(=O)NCC1CCCO1)S(C)(=O)=O (centres undefined)
14	COc1cc(CNc2ccc3[nH]c(=O)[nH]c3c2)ccc1OCc1ccccc1
15	O=C(NCC1CCN(Cc2ccccc2F)CC1)Nc1cc(F)ccc1F
16	C#CCSC1=C(C#N)C(c2cccs2)C(C(=O)OCC)=C(C)N1 (centres undefined)
17	O=C(Nc1cnn(Cc2ccccc2)c1)c1nc2ncccn2n1
18	CC(OC(=O)Cc1ccc(Br)cc1)C(=O)NC1CCCCC1C (centres undefined)
19	Cc1ccc2c(c1)c1c3n2CCN=C3CCC1
20	CCc1noc(C)c1C(=O)Nc1nc(-c2ccc(Cl)cc2Cl)cs1
Assay by compound,12,13,14,15,16,17,18,19,20
AMA1-RON2 inh,-2%,-2%,-10%,-12%,16%,0%,-12%,-6%,-9%
Pf growth 96h,58%[activator],21%,u,0%,3%,2.6µM*,10%,u,47%[activator]
LmPK inhibitor,2%,0%,3%,-2%,0%,2%,-6%,7%,2%
Shiga inhibitor,-8,-8,18,3,35,46*,-36,-5,-8
Pf growth 48h,-7%,5%,-5%,u,10µM*,84%[activator],3%,u,-20%
Cycloheximide cs,-1,-1,14,8,24*,38*,6,-3,-3
TbPYK inhibitor,3%,-7%,-10%,1%,-9%,-2%,6%,5%,1%

(next part)
21	CC1(C)CC(NCc2cccc([N+](=O)[O-])c2)CC(C)(C)N1
22	COc1ccc(Br)cc1C(=O)N/N=C/c1ccc([N+](=O)[O-])cc1
23	CCCOP(=O)(c1ccc(N(C)C)cc1)C(O)c1ccc(Cl)cc1Cl (centres undefined)
24	CCOC(=O)c1nnn(CC(=O)Nc2cccc(OC)c2)c1C(=O)OCC
25	CCOc1ccc(OCCC(=O)OCC(=O)NNC(=O)c2ccccc2)cc1
26	Cn1c(SCC(=O)NC(c2ccccc2)c2ccccc2)nnc1-c1cccs1
27	CN(C(=O)CSc1nnc(N)s1)C1CCCCC1
28	Cc1ccc(C(=O)C[n+]2cc(-c3ccccc3)n3c2CCCCC3)cc1
29	CN(C)c1ccc(C(CNC(=O)Cc2cccc3ccccc23)N(C)C)cc1 (centres undefined)
30	CN(c1ccccc1)S(=O)(=O)c1ccc(C(=O)Nc2nnc(C3=COCCO3)o2)cc1
Assay by compound,21,22,23,24,25,26,27,28,29,30
AMA1-RON2 inh,2%,9%,-18%,5%,58%[activator],-17%,-10%,-3%&-5%,-27%,108%[activator]
Pf growth 96h,29%,-3%,13µM*,x,u,x,65%[activator],0.41µM*,28%,u
LmPK inhibitor,2%,0%,5%,1%,x,1%,-7%,-1%&1%,4%,12%
Shiga inhibitor,36,15,-1,-9,x,-22,10,-9&23,-6,-3
Pf growth 48h,0%,53%[activator],7.4µM*,1%,-7%,u,u,1.9µM*,5%,u
Cycloheximide cs,17*,13,-3,12,x,-3,7,-6&-1,-3,-10
TbPYK inhibitor,3%,0%,-7%,4%,2%,-16%,3%,1%&3%,0%,1%

31	COc1ccc2[nH]c(C(=O)NCCN3CCOCC3)cc2c1
32	CCNc1nc(OCC)nc(N2CCC(Cc3ccccc3)CC2)n1
33	Cc1ccc(-c2nc3c(c(=O)c4ccccc4n3C)c(=O)n2Cc2ccco2)cc1
34	Oc1ccccc1/C=N/n1c2ccccc2c2ccccc21
35	COC(=O)C1CCN(C(=O)CSc2nc3nc(C)cc(C)n3n2)CC1
36	CS(=O)(=O)NCCSCc1ccccc1
37	CCOC(=O)c1c(NC(=S)N2CCOCC2)sc2c1CCN(C(=O)OCC)C2
38	CCOC(=O)CNC(=O)c1ccc(C#CC2(O)CCCCC2)cc1
39	Cc1c(-n2cc(C(=O)c3cc(F)ccc3O)cc(C#N)c2=O)c(=O)n(-c2ccccc2)n1C
40	CCOc1ccc(OCC(O)CN2CCc3ccccc3C2)cc1 (centres undefined)
Assay by compound,31,32,33,34,35,36,37,38,39,40
AMA1-RON2 inh,5%,-12%,18%,3%,1%,0%,-17%,-16%,-3%,-8%
Pf growth 96h,2%,0%,u,2.6µM*,-4%,x,u,11%,u,-2%
LmPK inhibitor,1%,0%,5%,0%,x,8%,7%,1%,1%,-7%
Shiga inhibitor,-4,-4,0,27,x,-9,-4,89,2,-6
Pf growth 48h,6%,-24%,u,u,6%,29%,u,13%,-1%,x
Cycloheximide cs,-1,-2,9,7,x,3,-2,11,-2,-3
TbPYK inhibitor,-6%,u,28%,-11%,-4%,3%,-16%,5%,-4%,-2%

41	CC(=O)Nc1ccc(N2C(=O)CC(c3ccccc3)CC2=O)cc1
42	Brc1ccc2ncnc(NCc3cccnc3)c2c1
43	CC[C@H](CO)Nc1nc(Nc2cccc(Cl)c2)c2ncn(C(C)C)c2n1
44	Cc1nn(-c2ccccc2)c(N2CCCC2)c1/C=N/NC(=S)Nc1cc(C(F)(F)F)ccc1Cl
45	Cc1cc(NC(=O)COc2ccccc2C)ccc1NC(=O)c1cccs1
46	CC(=O)c1sc(NC(=O)CN2C(=O)C3CCCCC3C2=O)nc1-c1ccccc1 (centres undefined)
47	CSC1=NCCN1C(=O)c1ccc(S(=O)(=O)N(C)C)cc1
48	O=C(CSc1ncnc2nc[nH]c12)c1ccc([N+](=O)[O-])cc1
49	CSc1ccc(/C=N/NC(=O)CN2CCN(Cc3ccc(C)cc3)CC2)cc1
50	CC(=O)c1cccc(CN2CCCC(N3CCN(c4ccccc4F)CC3)C2)c1 (centres undefined)
Assay by compound,41,42,43,44,45,46,47,48,49,50
AMA1-RON2 inh,7%,4%,-2%,51%[activator],-18%,-2%,0%,28%,-7%,30%[activator]
Pf growth 96h,58%[activator],-2%,5.2µM*,4.1µM*,u,15%,u,u,u,u
LmPK inhibitor,0%,3%,2%,0%,3%,x,4%,1%,2%,9%
Shiga inhibitor,-9,-7,22,20,2,x,-10,-2,-5,x
Pf growth 48h,u,1%,12µM*,12µM*,-21%,2%,x,u,-10%,u
Cycloheximide cs,8,8,10*,-4,5,x,-5,2,2,2
TbPYK inhibitor,-6%,-22%,6%,-5%,-3%,4%,1%,-5%,-12%,5%

51	CC(=O)c1ccc(OC(=O)c2cc3ccccc3oc2=O)cc1
52	CCCCCCc1nc2ccccc2c(=O)n1NC(=O)c1c(O)c2c(n(CC(C)C)c1=O)CCCC2
53	COc1cccc(NC(=O)Nc2ccccc2SC)c1
54	Cc1cccc(N(CC(=O)Nc2c(C)n(C)n(-c3ccccc3)c2=O)S(C)(=O)=O)c1
55	CC(C)CS(=O)(=O)C1=NSC2=NC(=O)/C(=C\c3ccc(OC(=O)c4ccco4)cc3)C(=N)N21
Assay by compound,51,52,53,54,55
AMA1-RON2 inh,x,79%[activator],2%,18%,-7%
Pf growth 96h,103%[activator],u,4%,18%,27%
LmPK inhibitor,-3%,3%,u,7%,0%
Shiga inhibitor,24,12,84*,-4,-5
Pf growth 48h,-4%,9%,30%[activator],19%,13%
Cycloheximide cs,-2,-2,37*,-1,-2
TbPYK inhibitor,x,-5%,-14%,0%,-7%

High-throughput results (PubChem BioAssay)

The order is random; about 21% have a hit in one of these screens.
